IDH1 R132H inh: human IDH1 R132H inhibition | 0.093% of 390,000 active | O75874 | AID 602179 | IDH1-R132H enzyme, NADPH consumption, diaphorase/resazurin fluorescence | Potency, µM (doses to about 76.6 µM), for the others: at the highest dose activity change, negative = inhibition, actives largely listed as inhibitors; note: potency is the fitted concentration of half-maximal effect; % is set by controls: 0 for no effect and ±100 for the full control effect; nearly all actives have a fitted effect of over 65% in size
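IDH1-R132H (0.5 ug/mL) preincubated 30 min with compound, then NADPH (0.016 mM) and alpha-KG (2 mM) added; 80 min at RT, pH 7.5. Remaining NADPH coupled via diaphorase/resazurin to fluorescence (540/590 nm); concentration-response curves normalized to no-enzyme control.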
RXFP1 agonist: activates the human relaxin receptor RXFP1; Potency, µM (doses to about 57.5 µM), for the others: at the highest dose activation, actives largely listed as activators; Q9HBX9; 0.3% of 370,000 active; HEK293T-RXFP1 cAMP TR-FRET, 30 min; response scale: percent of porcine relaxin response, buffer zero; note: potency is the fitted concentration of half-maximal effect; % is set by controls: 0 for no effect and ±100 for the full control effect; nearly all actives have a fitted effect of over 60% in size; many of its hits are not listed in these tables
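Agonist response is measured as cAMP accumulation in an RXFP1-transfected HEK293T line under PDE4 inhibition. Values are scaled between buffer-only and 29 nM porcine relaxin, and EC50s come from standard Hill equation fits.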
LDHA inh: LDHA (human) enzyme inhibition. purified LDHA, NADH/diaphorase-resazurin fluorescence; stronger effect = lower value. activity change, % (values are at about 110 or 230 µM). P00338. 0.15% of 480,000 active; in the data active = activity change below about -30%; inconclusive = mostly about -25% to -30%;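 note: plate controls were DMSO wells for no effect and wells without enzyme for full effect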
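Human LDH5 at 2 nM final in Tris HCl pH 7.4 with 0.06 mM NADH and 0.2 mM pyruvate, reacted 5 minutes at room temperature. Remaining NADH coupled via diaphorase/resazurin; resorufin fluorescence read at 0 and 20 minutes, normalized to enzyme-free and DMSO wells.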
Vif-A3F inh: blocks the Vif interaction with APOBEC3F; HeLa A3F-eYFP + Vif (tagged APOBEC3F with the HIV-1 protein that degrades it), YFP fluorescence increase; Potency, µM (top dose mostly 46.1 µM), for inactives: top-dose activity, negative = active; 0.2% of 390,000 active; note: potency is the fitted concentration of half-maximal effect; % of control where 0% means no effect; nearly all actives have a fitted effect of over 65% in size
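Fluorescence increase (Ex 488/Em 500-530) after overnight compound treatment at 37 deg C flags inhibition of Vif-driven A3F-eYFP loss in stable HeLa A3F-eYFP/Vif cells seeded overnight beforehand.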
USP1-UAF1 inh: blocks the human USP1/UAF1 deubiquitinase complex. O94782. recombinant USP1/UAF1, Ub-Rhodamine cleavage fluorescence. Potency, µM (top dose mostly 57.1 µM), without a hit: top-dose activity change, negative = inhibition, most hits filed as inhibitors. 0.23% of 390,000 active; note: potency is the fitted concentration of half-maximal effect; % is set by controls: 0 for no effect and ±100 for the full control effect; nearly all actives have a fitted effect of over 60% in size; inactives centre near -12
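In this screen, compounds sit with the deubiquitinase complex (1nM) for 15 min at room temperature before Ub-Rho is added at 150nM final. Fluorescence rise is then followed for 6 reads every 60 seconds.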
Vif-APOBEC3G blk: Vif-A3G binding inhibition; Potency, µM (top dose mostly 46.1 µM), for the others: at the top dose activity, negative = active, usual class: inhibitors; HeLa A3G-eYFP + Vif (tagged APOBEC3G with the HIV-1 protein that degrades it), YFP fluorescence, overnight; 0.076% of 410,000 active;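 note: potency is the fitted concentration of half-maximal effect; % is set by controls: 0 for no effect and ±100 for the full control effect; nearly all actives have a fitted effect of over 60% in size; hits raise eYFP signal because A3G escapes Vif-driven loss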
Target sequence (Q9HC16 whole entry, looked up): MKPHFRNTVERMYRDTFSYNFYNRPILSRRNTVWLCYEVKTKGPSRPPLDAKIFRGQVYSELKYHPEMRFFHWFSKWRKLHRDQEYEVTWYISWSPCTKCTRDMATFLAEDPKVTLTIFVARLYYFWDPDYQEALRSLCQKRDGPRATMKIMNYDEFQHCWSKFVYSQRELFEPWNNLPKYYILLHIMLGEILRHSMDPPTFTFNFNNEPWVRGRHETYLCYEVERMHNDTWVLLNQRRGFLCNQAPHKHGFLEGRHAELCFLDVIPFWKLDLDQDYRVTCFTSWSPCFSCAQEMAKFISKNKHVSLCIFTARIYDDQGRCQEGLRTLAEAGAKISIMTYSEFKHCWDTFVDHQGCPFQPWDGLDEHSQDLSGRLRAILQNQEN
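Read-out is eYFP fluorescence (Ex 488/Em 500-530) from Vif-expressing HeLa A3G-eYFP cells; more signal means A3G escaped Vif-mediated degradation. Cells plated overnight, compound pinned in, incubated overnight at 37 deg C.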
GRP78 ERSR act: inducers of ER stress response in human glioma cells; AID 602332; 0.02% of 420,000 active; Potency, µM, inactives show at the highest dose activation, most hits filed as activators; U87-MG GRP78 promoter luciferase reporter, 16 h; note: potency is the fitted concentration of half-maximal effect; series mostly up to about 76 µM; % of control where 0% means no effect; nearly all actives have a fitted effect of over 35% in size
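Stably transfected U87-MG glioma cells carrying a GRP78-based luciferase sensor; 16 h compound incubation. Luminescence end-point read 10 min after Bright-Glo addition at room temperature.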
PI4K2A block: inhibitors of human PI4K2A. purified PI4K2A, ADP-Glo luminescence, 1 h; stronger effect = lower value. activity change, negative = inhibition, % at 76.9 µM. 0.13% of 420,000 active. AID 1346378; in the data active = activity change below about -50%; inconclusive = mostly about -30% to -49%;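 note: -100% = wells without enzyme as full effect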
Target sequence (Q9BTU6 whole entry, looked up): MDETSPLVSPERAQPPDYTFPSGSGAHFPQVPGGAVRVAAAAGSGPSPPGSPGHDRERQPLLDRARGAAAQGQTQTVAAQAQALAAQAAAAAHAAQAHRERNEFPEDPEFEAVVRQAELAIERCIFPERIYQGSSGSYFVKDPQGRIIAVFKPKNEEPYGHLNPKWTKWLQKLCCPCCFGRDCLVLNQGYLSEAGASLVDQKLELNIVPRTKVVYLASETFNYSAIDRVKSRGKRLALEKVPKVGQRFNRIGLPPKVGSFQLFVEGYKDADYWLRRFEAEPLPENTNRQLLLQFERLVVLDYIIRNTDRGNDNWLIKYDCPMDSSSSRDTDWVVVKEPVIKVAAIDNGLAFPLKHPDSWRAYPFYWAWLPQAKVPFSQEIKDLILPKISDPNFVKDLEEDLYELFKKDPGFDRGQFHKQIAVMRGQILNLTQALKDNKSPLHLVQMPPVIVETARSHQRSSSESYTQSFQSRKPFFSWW
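ADP-Glo luminescence measured ADP generated by PI4K2A enzyme (4 ug/mL before mixing) with 1.2 mM PI substrate (pre-mix) and 300 microM ATP (pre-mix). Tris pH7.5 buffer with MgCl2, Triton X-100; 1 h reaction at ambient temperature.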
TrxR1 substrate: is turned over as a substrate by rat TrxR1; purified TrxR1 substrate turnover, NADPH consumption readout; Potency, µM (top dose mostly 114 µM), without a hit: at the highest dose activity change, negative = substrate turnover; 0.01% of 390,000 active; note: potency is the fitted concentration of half-maximal effect; % is set by controls: 0 for no effect and ±100 for the full control effect; nearly all actives have a fitted effect of over 50% in size
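Rat TrxR1, dispensed at 90 nM, was prereduced with 400 uM NADPH (final) for 5 min at ~22 deg C, then incubated with compound 15 min before 400 uM selenite. A first-read NADPH fluorescence drop versus no-compound background flagged substrates.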
Active calls of the source: *; ? = inconclusive; nt = not tested or not shown; & = joins results of further samples; [ ] = dose if it differs, or a comment. Unless noted, calls come from the whole dose curve; as a rule, active = well fitted curve in the direction sought with a large enough effect; inconclusive = small, poorly fitted or top-dose-only effect, or another doubt; inactive = no such curve, though single readings can be large; an effect the other way counts as inactive or inconclusive. Some of the compounds tested (hit frequency here may not be typical).

Values run as follows: IDH1 R132H inh | RXFP1 agonist | LDHA inh | Vif-A3F inh | USP1-UAF1 inh | Vif-APOBEC3G blk | GRP78 ERSR act | PI4K2A block | TrxR1 substrate
- COc1ccc(N=C2C(=O)N3CCCc4cccc2c43)cc1
→ -2% | 2.0% | 12 | -2% | -18% | 0% | -5% | 5 | -8%
- Cc1cc(C(=O)COC(=O)CN=C2NS(=O)(=O)c3ccccc32)c(C)n1CCc1ccc(Cl)cc1
→ 1% | 3.6% | -16 | 2% | 0% | -6% | -4% | -5 | -1%
- CSC1=NC=C(C#N)C2=NC(c3ccc(Cl)cc3)NN12 (configuration not stated)
→ nt | nt | -5 | nt | nt | -1% | 3% | -1 | nt
- Cc1cccc(-n2c(-c3csc(C)c3)n[nH]c2=S)c1
→ -4% | 4.1% | -6 | -11% | -10% | 1% | -2% | -5 | 6%
- O=C(CSc1ncc2c(n1)-c1ccc(Cl)cc1N(Cc1ccccc1)S2(=O)=O)Nc1ccc(F)c(F)c1
→ 2% | 12% | 5 | -6% | -30% | -1% | -3% | -1 | 13%[57.1 µM]
- Cc1cccc(OCC(=O)Nc2ccc(S(=O)(=O)N3CCN(C)CC3)cc2)c1
→ 3% | 0.4% | -8 | nt | -13% | 2% | -2% | 2 | 6%
- CCN(CC)S(=O)(=O)c1cc(C(=O)Oc2ccccc2OC)ccc1OC
→ 0% | 3.3% | -4 | -9% | -21% | -6% | -1% | -2 | 4%[57.1 µM]
- O=C(Nc1ccc(F)cc1)N(CCCN1CCOCC1)Cc1cc2cc3c(cc2[nH]c1=O)OCO3
→ 8% | 1.5% | -2 | 5% | -18% | 5% | -3% | 0 | 13%
- CCOC(=O)c1cccc(Nc2cc(-c3ccccc3)ncn2)c1
→ 0% | 1.0% | 0 | -3% | -23% | 0% | -9% | 1 | -6%
- C/C(=N\NC(=O)COc1cccc2ccccc12)c1cccs1
→ -4% | -1.3% | -10 | -4% | -5% | -1% | -3% | 3 | -3%
- O=C(NCCN1C(=O)S/C(=C/c2ccccc2)C1=O)C1CC(=O)N(Cc2ccccc2)C1 (configuration not stated)
→ 0% | -2.0% | -1 | 17% | -3% | -1% | 6% | -4 | -4%
- COc1ccc(C2C3=C(CCCC3=O)Nc3ccc4ncccc4c32)cc1OC (configuration not stated)
→ 2% | 4.7% | -6 | 1% | -6% | -9% | -2% | -22 | 8%[57.1 µM]
- COc1ccc(Nc2nc(C)nc3c2nnn3Cc2ccccc2)cc1OC
→ 2% | -0.7% | -5 | -9% | -12% | -3% | -4% | 0 | 152%[activator]
- COc1ccc(OC)c(/C=N/NC(=O)CCc2ccc(O)c(O)c2)c1
→ 10% | -0.1% | 13 | 2% | -5% | 1% | 18% | -13 | 208%[activator]
- COc1cc(CNc2cc(C)ccc2C)cc(OC)c1OC
→ 3% | -0.2% | -7 | -8% | -21% | -1% | -1% | -1 | 7%
- Cc1cc(C)n(-c2cc(N3CCN(S(=O)(=O)c4ccc(Cl)cc4)CC3)ccc2[N+](=O)[O-])n1
→ 2% | 0.0% | -6 | -16% | -16% | -1% | -5% | -1 | 0%
- N#Cc1c(N)n(-c2cccc(O)c2)c2nc3ccccc3nc12
→ 5% | 6.2% | 2 | -5% | -16% | -3% | 1% | 6 | 156%[activator]
- Cc1cc(NS(=O)(=O)c2c(C(=O)N3CCOCC3)c(C)n(C)c2C)ccc1Br
→ -8% | 0.2% | -1 | 1% | -17% | -2% | -3% | 2 | 2%
- COc1ccccc1NC(=O)CN(Cc1ccco1)C(=O)c1cccs1
→ 13% | -0.6% | 0 | -12% | -15% | 2% | -1% | 2 | -10%
- CCCCC(=O)NS(=O)(=O)c1ccc(N=NN2CCCCC2)cc1
→ 2% | -0.1% | -2 | -1% | -19% | -1% | 7% | -1 | -16%
- Cc1ccc(C(=O)Nc2c(N)nc(SCC(=O)NCC3CCCO3)[nH]c2=O)cc1 (configuration not stated)
→ 8% | 2.5% | -6 | 2% | -2% | 1% | -5% | 4 | -1%
- CCOc1ccc(CC(=O)C2C(=O)CC(C)(C)CC2=O)cc1OCC
→ 10% | 0.1% | 8 | -7% | -11% | 2% | -1% | -4 | -5%
- CCc1c(C)sc(NC(=O)c2cc(-c3ccc(OC)c(OC)c3)on2)c1C#N
→ 0%&-4% | 20%&-0.5% | 2&-11 | -11%&-18% | ? | 3%&-12% | -3%&0% | 1&1 | 13%
- CC(C)Cc1cc(C(=O)N2CCC(N3CCC(C(=O)N4CCOCC4)CC3)CC2)n[nH]1
→ -2% | -1.6% | -6 | -5% | -1% | 4% | 1% | 4 | -1%
- Cc1ccc(C(=O)NNC(=O)c2ccncc2)cc1S(=O)(=O)N1CCOCC1
→ 5% | -0.1% | 1 | 8% | -17% | 5% | -5% | -1 | -7%
- COc1ccc(OC)c(NC(=O)c2nnn(Cc3ccccc3C)c2N)c1
→ -2% | 0.8% | -1 | 1% | -11% | -11% | 1% | 4 | -13%
- COc1ccc(NC(=S)N2CCC(N(C)CC3CCCO3)CC2)cc1Cl (configuration not stated)
→ 4% | -0.5% | -5 | 2% | 5% | 1% | -3% | 4 | -9%
- COc1ccc(O)c(C(=O)c2cnn(C(=O)c3cccc(S(=O)(=O)N(C)C)c3)c2)c1
→ -5% | nt | -2 | 2% | -23% | -7% | -1% | -4 | 2%
- COc1cc(C(=O)NCCC(=O)NC2CCCCCCC2)cc(OC)c1OC
→ 3% | -0.1% | 0 | 4% | -9% | -10% | 0% | -1 | 7%[57.1 µM]
- Cc1nnc(N2C(=O)c3cccc4c([N+](=O)[O-])ccc(c34)C2=O)s1
→ 10% | 3.6% | 11 | 28µM* | -20% | ? | -13% | -21 | -5%
- CCN(CC)C(=O)CSc1nc2c(c(-c3cccnc3)c1C#N)CCCC2
→ -6% | 2.0% | -2 | 3% | -4% | -1% | -5% | 8 | 6%
- COc1cccc(-c2nc(NCc3ccco3)c3ccccc3n2)c1O
→ 7% | 4.0% | 3 | -8% | -1% | -11% | -13% | -11 | -2%
- CCOC(=O)c1cc(NC(=O)CSCCO)ccc1Cl
→ -1% | -0.1% | -5 | 6% | -12% | -8% | -2% | 4 | 14%[57.1 µM]
- Cc1cc(C)c(OCC(=O)NCC2CCCO2)c(C)c1 (configuration not stated)
→ -5% | 1.7% | -6 | 1% | 5% | 1% | 3% | -7 | 2%[57.1 µM]
- C=CCn1c(SCC(=O)N2CC(=O)Nc3ccccc32)nc2scc(-c3cccs3)c2c1=O
→ ? | 1.3% | -12 | nt | -11% | -8% | -3% | -10 | 0%
- Cc1nc([N+](=O)[O-])c(Br)n1Cc1ccccc1
→ -1% | -2.5% | -5 | 0% | -26% | -14% | -2% | 5 | 0%
- Cc1cc(NC(=O)CCc2ccccc2)c([N+](=O)[O-])cc1C
→ 3% | 6.3% | -3 | -9% | -7% | -23% | 5% | -3 | -6%
- COc1ccc(OC(=O)c2cn(-c3cccc(OC)c3)c(=O)c3ccccc23)cc1
→ 3% | 0.7% | 0 | -5% | -8% | -2% | -3% | 0 | 5%[57.1 µM]
- CCOc1ccc2nc(SCC(=O)N(C)C3CCS(=O)(=O)C3)[nH]c2c1 (configuration not stated)
→ -1% | 1.4% | 2 | nt | -14% | 2% | 1% | 0 | -11%
- COc1cccc(CN2CCN(C(=O)CC(C)C)CC2)c1
→ 2% | -0.5% | -17 | -2% | -13% | -4% | -2% | 4 | 5%[57.1 µM]

Single entries from the entries so far:
Vif-APOBEC3G blk result of CCOC(=O)c1cc(NC(=O)CSCCO)ccc1Cl is entered as -8%
Vif-A3F inh result of CCN(CC)C(=O)CSc1nc2c(c(-c3cccnc3)c1C#N)CCCC2 is entered as 3%

(further entries)
Values run as follows: IDH1 R132H inh | RXFP1 agonist | LDHA inh | Vif-A3F inh | USP1-UAF1 inh | Vif-APOBEC3G blk | GRP78 ERSR act | PI4K2A block | TrxR1 substrate
- Nc1ccccc1C(=O)NCCN1CCNC1=O
→ 13% | 0.1% | -1 | 9% | -19% | 0% | 0% | 0 | 128%[activator]
- CCCc1cc(=O)[nH]c(SCC(=O)Nc2ccc([N+](=O)[O-])cc2C#N)n1
→ -9% | -0.5% | -7 | ? | -19% | -6% | 4% | 4 | -17%
- OC(c1ccc(F)c(F)c1)c1nc(-c2ccc(Cl)cc2)cs1 (configuration not stated)
→ nt | nt | -8 | nt | nt | -4% | -2% | 5 | nt
- COc1ccc(N)c2c1OCCC2=O
→ 7% | -2.3% | 26 | 3% | -10% | 0% | -4% | -6 | -6%
- CCc1nnc(NC(=O)Nc2ccc(OC)cc2)s1
→ 0% | -0.6% | 0 | 1% | -14% | -7% | 7% | 1 | 10%[57.1 µM]
- CCOc1cc(S(=O)(=O)N2CCN=C2Cc2ccccc2)ccc1F
→ 11% | -0.3% | -8 | -2% | 3% | 1% | -3% | -5 | 2%
- COc1ccc(NS(=O)(=O)c2ccc(NC(=S)NC(=O)c3cccnc3)cc2)nn1
→ 18% | 2.4% | -4 | -12% | -11% | 1% | 4% | -4 | 0%[57.1 µM]
- COc1ccc(NC(=O)N(C2CCCCC2)C(C)c2cccnc2)c(OC)c1 (configuration not stated)
→ -2% | 2.3% | 1 | -13% | -20% | -2% | -4% | -8 | -7%
- CC1(C)Cc2nc3[nH]c(=S)n(-c4ccccc4)c(=O)c3cc2CO1
→ 2% | nt | 1 | -1% | -4% | -4% | -7% | -12 | -1%[57.1 µM]

From PubChem
